GLS inh: inhibitors of human glutaminase (GLS). O94925. Potency, µM (doses to about 45.5 µM), for the others: top-dose activity change, negative = inhibition, most hits filed as inhibitors. GLS enzymatic activity, qHTS titration. AID 624170. 410,000 tested, 0.21% active; further: on the % scale 0 is the no-effect control and ±100 the full control effect
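Glutamate formation by hKGA was monitored fluorometrically using coupled glutamate oxidase, HRP and Amplex Red. Substrate was added as 1 mM L-glutamine solution; incubation was 30 min at RT after an initial read.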
PGK inhibitor: inhibitors of T. brucei phosphoglycerate kinase; 380,000 tested, 0.043% active; P07378; AID 602233; PGK/GAPDH coupled, Kinase-Glo luminescence, 60 min; Potency, µM (highest dose often 57.5 µM), for the others: top-dose activity change, negative = inhibition, most hits filed as inhibitors; further: on the % scale 0 is the no-effect control and ±100 the full control effect; nearly all actives have a fitted effect of over 60% in size
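Luminescent ATP detection (Kinase-Glo Plus) follows a 60-minute room-temperature incubation, with wells lacking PGK as controls. Buffer: 100 mM TEA (pH 7.6), 5 mM MgCl2, 0.01% Tween-20. Coupling enzyme GAPDH (100 nM final) supplies unstable 1,3-BPG in-well.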
Pin1 inh: blocks the human prolyl isomerase Pin1; Q13526; Pin1 FP peptide displacement, HiFluor488, 10 min; Potency, µM (titrated, usually from 115 µM), for the others: at the top dose activity, negative = inhibition, most hits filed as inhibitors; 390,000 tested, 0.009% active; AID 504891; active means well fitted inhibition curve with a large enough effect in the polarisation, with a control signal flat, not every such curve was filed as active; inconclusive means small, poorly fitted or top-dose-only effect, or effect the other way, or a change in a side signal; inactive means no such curve, though single readings can be large or run the other way; the % refers to the polarisation; further: on the % scale 0 is the no-effect control and ±100 the full control effect
HP1b chromo inh: inhibitors of HP1-beta chromodomain binding to methylated histone tails. AlphaScreen HP1-beta / biotin-H3K9me3 peptide binding. P83916. 390,000 tested, 0.56% active. AID 540317. Potency, µM (top dose mostly 114 µM), for the others: at the top dose activity change, negative = inhibition, usual class: inhibitors; further: nearly all actives have a fitted effect of over 70% in size; inactives centre near 23
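AlphaScreen: HP1-beta (50 nM) preformed 30 min with biotin-H3(1-18)K9me3 peptide (50 nM) in PBS pH 7.4, 0.01% Tween-20. Compound added for 30 min at RT, then streptavidin donor/nickel chelate acceptor beads (10 ug/mL) for 30 min.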
Pol iota inh: inhibitors of human DNA polymerase iota | Potency, µM (top dose mostly 115 µM), without a hit: at the highest dose activity, negative = inhibition, most hits filed as inhibitors | Pol iota fluorescent replication assay, 10 min | 390,000 tested, 1% active | Q9UNA4
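Pol iota at 10 nM preincubated 15 min with compounds at room temperature; reaction started with fluorescent substrate, 50 nM final. Fluorescence read kinetically at 0 and 10 min; buffer-only wells as negative control.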
G9a inh: blocks human histone lysine methyltransferase G9a. G9a H3K9 monomethylation, AlphaScreen, 2 h. Potency, µM (titrated, usually from 102 µM), without a hit: at the top dose activity, negative = inhibition, hits mostly inhibitors. 350,000 tested, 8.8% active; further: on the % scale 0 is the no-effect control and ±100 the full control effect; nearly all actives have a fitted effect of over 75% in size
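Readings reflect AlphaScreen signal from monomethyl-H3K9 antibody detection. HMT at 20 nM; substrate b-H3K9 500 nM; cofactor SAM 20 uM; 2 h RT reaction; compounds tested as titrations in qHTS with 15 min preincubation.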
BLM helicase inh: inhibitors of human Bloom syndrome helicase BLM; P54132; Potency, µM (titrated, usually from 56.1 µM), without a hit: at the top dose activity change, negative = inhibition, usual class: inhibitors; 350,000 tested, 0.2% active; recombinant BLM DNA unwinding, fluorescence dequenching; AID 2528;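 further: plate controls were vehicle for no effect and no enzyme for full effect; nearly all actives have a fitted effect of over 35% in size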
BAZ2B inh: blocks human BAZ2B | Potency, µM (series often up to 114 µM), for inactives: at the highest dose activity change, negative = inhibition, usual class: inhibitors | AlphaScreen BAZ2B-H3K14Ac peptide displacement | AID 504333 | 360,000 tested, 4.4% active | Q9UIF8; further: on the % scale 0 is the no-effect control and ±100 the full control effect; nearly all actives have a fitted effect of over 60% in size
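AlphaScreen luminescence quantifies BAZ2B engagement of H3K14Ac peptide; the protein and biotinylated peptide are both at 50 nM final, buffer PBS pH 7.4 with 0.01% Tween-20, all steps at room temperature.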
JMJD2A Tudor inh: inhibitors of human JMJD2A Tudor domain; O75164; AlphaScreen JMJD2A-Tudor / H3K4me3 peptide binding; Potency, µM (top dose mostly 114 µM), without a hit: top-dose activity change, negative = inhibition, hits mostly inhibitors; 390,000 tested, 4.4% active; AID 504339; further: on the % scale 0 is the no-effect control and ±100 the full control effect; nearly all actives have a fitted effect of over 50% in size
Target sequence (O75164 whole entry, looked up, the tested form may be a part): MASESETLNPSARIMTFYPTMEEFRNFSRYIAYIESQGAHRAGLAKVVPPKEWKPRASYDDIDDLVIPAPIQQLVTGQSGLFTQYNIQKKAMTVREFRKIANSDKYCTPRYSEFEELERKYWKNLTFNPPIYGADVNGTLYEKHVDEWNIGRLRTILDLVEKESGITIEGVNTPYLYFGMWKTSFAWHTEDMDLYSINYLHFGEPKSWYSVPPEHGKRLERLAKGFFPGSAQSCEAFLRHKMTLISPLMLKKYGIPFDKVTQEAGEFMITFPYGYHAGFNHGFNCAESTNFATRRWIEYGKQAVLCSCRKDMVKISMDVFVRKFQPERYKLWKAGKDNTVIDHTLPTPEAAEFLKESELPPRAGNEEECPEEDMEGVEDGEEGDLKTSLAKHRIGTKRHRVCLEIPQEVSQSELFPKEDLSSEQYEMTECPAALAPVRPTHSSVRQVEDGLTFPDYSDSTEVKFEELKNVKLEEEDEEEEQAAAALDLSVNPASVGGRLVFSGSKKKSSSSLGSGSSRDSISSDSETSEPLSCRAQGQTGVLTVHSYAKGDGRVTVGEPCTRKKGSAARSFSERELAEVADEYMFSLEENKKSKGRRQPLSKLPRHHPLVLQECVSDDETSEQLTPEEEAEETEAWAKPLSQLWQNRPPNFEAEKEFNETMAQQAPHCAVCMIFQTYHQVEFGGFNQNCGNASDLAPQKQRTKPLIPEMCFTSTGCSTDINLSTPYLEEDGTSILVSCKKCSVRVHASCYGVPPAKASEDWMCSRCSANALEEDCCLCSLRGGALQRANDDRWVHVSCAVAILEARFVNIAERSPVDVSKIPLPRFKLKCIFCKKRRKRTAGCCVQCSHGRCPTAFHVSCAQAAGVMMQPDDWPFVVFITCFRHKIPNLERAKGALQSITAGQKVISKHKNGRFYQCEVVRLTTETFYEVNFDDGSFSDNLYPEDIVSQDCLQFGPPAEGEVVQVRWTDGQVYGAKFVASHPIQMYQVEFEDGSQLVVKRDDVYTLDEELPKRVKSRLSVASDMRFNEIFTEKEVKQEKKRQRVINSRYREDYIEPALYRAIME
The depositor's hits bear a star; i = inactive; ? = inconclusive; . = no result given; [ ] = another dose, or the depositor's remark. Unless noted, the call rests on the fitted dose curve; in most records, active means well fitted curve in the direction sought with a large enough effect; inconclusive means small, poorly fitted or top-dose-only effect, or another doubt; inactive means no such curve, though single readings can be large; an effect the other way counts as inactive or inconclusive. Potency means the concentration at half of the fitted maximal effect. These rows are one share of the data; rates above refer to the full screens.

Every second line gives: GLS inh	PGK inhibitor	Pin1 inh	HP1b chromo inh	Pol iota inh	G9a inh	BLM helicase inh	BAZ2B inh	JMJD2A Tudor inh
CCc1cccc(NC(=O)C2CCCN2S(=O)(=O)c2cccc3cccnc23)c1 (stereo not given)
  3%	6%	0%	58%[activator]	17%	.	-8%	1%	-8%
COCCCNC(=O)C1CCN(C(=O)c2cnn(-c3ccccc3)c2-n2cccc2)CC1
  6%	-2%	-6%	47%[activator]	24%	14%[59 µM]	0%	0%	1%
COc1ccc(N2C(=O)CC(Nc3cccc(C(C)=O)c3)C2=O)cc1OC (stereo not given)
  -14%	0%	-8%	49%[activator]	-21%[58.9 µM]	18µM*	-3%	4%	-6%
O=C(O)CN1C(=O)C2(OCCO2)c2cc(Br)ccc21
  2%	6%	1%	60%[activator]	111%[activator]	.	.	.	10%[57.1 µM]
Cc1ccc2oc(C(=O)Nc3sc4c(c3C(=O)NCc3ccco3)CCC4)cc(=O)c2c1
  0%	2%	14%	30%	5%	5%[59 µM]	-2%	-3%	-9%
O=C(NCc1ccc2c(c1)CCN2C(=O)c1ccc(Cl)cc1)c1cccc(F)c1
  -3%	-4%	3%	6%	-2%	-7%[59 µM]	-2%	-2%	-16%
CCOC(=O)C1=C(C)N(C)C(=O)NC1c1cc2c(cc1[N+](=O)[O-])OCO2 (stereo not given)
  -3%	-3%	-26%	15%	2.8µM*	?	-14%	-38%	-36%
COCCCNc1nc2c(c(=O)[nH]c(=O)n2C)n1CC(O)COc1ccc(Cl)cc1 (stereo not given)
  -1%	7%	-2%	19%	-19%	-8%[59 µM]	-5%	0%	-11%
CSc1ccc(Cl)c(C(=O)NNC(=O)c2csc(N3CCOCC3)n2)c1
  10%	0%	-4%	29%	8%	-31%	.	0%	-15%
COc1ccc2cc(-c3[nH]ncc3CN3C[C@@H]4CCC[C@H]3C4)ccc2c1
  17%	1%	2%	16%	10%	-6%	-4%	0%	-22%

No new results follow: an excerpt of the list.
Every second line gives: GLS inh	PGK inhibitor	Pin1 inh	HP1b chromo inh	Pol iota inh	G9a inh	BLM helicase inh	BAZ2B inh	JMJD2A Tudor inh
COCCCNC(=O)C1CCN(C(=O)c2cnn(-c3ccccc3)c2-n2cccc2)CC1
  6%	-2%	-6%	47%[activator]	24%	14%[59 µM]	0%	0%	1%
COc1ccc(N2C(=O)CC(Nc3cccc(C(C)=O)c3)C2=O)cc1OC (stereo not given)
  -14%	0%	-8%	49%[activator]	-21%[58.9 µM]	18µM*	-3%	4%	-6%
O=C(O)CN1C(=O)C2(OCCO2)c2cc(Br)ccc21
  2%	6%	1%	60%[activator]	111%[activator]	.	.	.	10%[57.1 µM]
Cc1ccc2oc(C(=O)Nc3sc4c(c3C(=O)NCc3ccco3)CCC4)cc(=O)c2c1
  0%	2%	14%	30%	5%	5%[59 µM]	-2%	-3%	-9%
O=C(NCc1ccc2c(c1)CCN2C(=O)c1ccc(Cl)cc1)c1cccc(F)c1
  -3%	-4%	3%	6%	-2%	-7%[59 µM]	-2%	-2%	-16%
CCOC(=O)C1=C(C)N(C)C(=O)NC1c1cc2c(cc1[N+](=O)[O-])OCO2 (stereo not given)
  -3%	-3%	-26%	15%	2.8µM*	?	-14%	-38%	-36%
COCCCNc1nc2c(c(=O)[nH]c(=O)n2C)n1CC(O)COc1ccc(Cl)cc1 (stereo not given)
  -1%	7%	-2%	19%	-19%	-8%[59 µM]	-5%	0%	-11%
CSc1ccc(Cl)c(C(=O)NNC(=O)c2csc(N3CCOCC3)n2)c1
  10%	0%	-4%	29%	8%	-31%	.	0%	-15%
COc1ccc2cc(-c3[nH]ncc3CN3C[C@@H]4CCC[C@H]3C4)ccc2c1
  17%	1%	2%	16%	10%	-6%	-4%	0%	-22%

Next section
Every second line gives: GLS inh	PGK inhibitor	Pin1 inh	HP1b chromo inh	Pol iota inh	G9a inh	BLM helicase inh	BAZ2B inh	JMJD2A Tudor inh
CCCN(CCC)C(=O)Cn1c(=O)n(-c2ccc(OC)cc2OC)c(=O)c2c3c(sc21)CCC3
  1%	5%	6%	27%	-23%	-4%[59 µM]	-3%	-2%	5%
COCCN(C(=S)Nc1ccc(OC)cc1)C1CCN(C(C)=O)CC1
  6%	-11%	-2%	29%	11%	8%[59 µM]	3%	-2%	-3%
CC(C)CCN1CCNC(=O)C1CC(=O)NCCCN1CCOCC1 (stereo not given)
  -3%	4%	2%	39%	-8%	?	-11%	-8%	-3%
Cc1ccc(OCCSc2nc3ccccc3n2CC(=O)N2CCCCC2)c(C)c1
  1%	-2%	0%	3%	-5%	14µM*	-2%	-25%	-30%
Cc1cc(-c2ccccc2)n2nc(-c3ccc(Cl)cc3)cc2n1
  -1%	4%	2%	39%[activator]	0%	9%[59 µM]	-5%	22%	23%
CNC(=O)Nc1nnc(C(C)(C)C)s1
  0%	-2%	-1%	24%	-1%	7%[59 µM]	-1%	-3%	-8%
NS(=O)(=O)c1cccc(NC(=O)C2CC(=O)N(Cc3ccco3)C2)c1 (stereo not given)
  0%	-4%	1%	48%[activator]	-4%	.	-4%	5%	2%
CCN(CC)S(=O)(=O)c1cc(NC(=O)COC(=O)c2c(C)noc2C)ccc1C
  4%	3%	6%	28%	-4%	-10%[59 µM]	.	10%	-11%
Cc1ccccc1C(=O)Nc1cc(-c2cc(C(C)(C)C)oc2C)nn1C
  -13%	6%	?	-5%	41%[activator]	.	-12%	?	-15%
Cc1cc(C(=O)NC2CCCN(Cc3ccc(Cl)cc3)C2)n(C)n1 (stereo not given)
  5%	-1%	-2%	39%	-19%	?	1%	-2%	4%
Cc1cccc(C(C)C)c1NC(=O)COC(=O)CCN1C(=O)C2CC=CCC2C1=O (stereo not given)
  -2%	i	4%	30%	-10%	8%	0%	-5%	-9%
O=c1[nH]c(NCCCO)nc2c1C1(CCCC1)Cc1ccccc1-2
  0%	-3%[11.5 µM]	-10%	7%	19%	25%[59 µM]	-6%	-5%	-23%
Cn1c(SCC(=O)c2ccccc2)nc2cccnc21
  -2%	-1%	-2%	-17%	-6%	?	1%	6%	-6%
CCOC(=O)c1[nH]c2ccccc2c1NC(=O)c1nonc1C
  2%	-9%	4%	20%	2%	?	-5%	-1%	-15%
COc1ccc(-c2coc3cc(OC4OC(CO)C(O)C(O)C4O)ccc3c2=O)cc1 (stereo not given)
  -2%	-8%	0%	24%	-11%	-2%	0%	-15%	0%
CC(C)(C)c1ccc(S(=O)(=O)N2CCCC2C(=O)NC2=NCCS2)cc1 (stereo not given)
  0%	-1%	6%	12%	2%	23%[59 µM]	1%	.	-14%
C=CCSc1ncccc1C(=O)NCCc1ccccc1
  5%	i	-1%	42%[activator]	-6%	-9%	-2%	11%	1%
COc1ccccc1NC(=O)c1cn(-c2ccccc2)nc1-c1ccccc1
  -6%	i	-1%	42%[activator]	8%	3%[59 µM]	-1%	-2%	-3%
Cc1nc(SCC(=O)NC(=O)NC(C)C)nc(C)c1C
  -5%	2%	-10%	35%	-28%	?	0%	-8%	-9%
COc1ccc(CNCc2ccc(OC)c3ccccc23)cc1
  3%	3%	3%	-17%	68%[activator]	-18%	-8%	?	?
Cc1cccc(C2NC(=O)c3ccccc3N2)c1 (stereo not given)
  -6%	-3%	-2%	38%	23%	.	.	.	-3%
CCc1nnc(NC(=O)CCC(=O)N2CCN(Cc3ccc(F)cc3)CC2)s1
  12%	-4%	-5%	49%[activator]	23%	17%	0%	-7%[57.1 µM]	-3%
Cc1[nH]n(-c2ccc(Cl)cc2)c(=O)c1C=NC12CN3CN(CN(C3)C1)C2
  3%	2%	0%	42%[activator]	24%	3%[59 µM]	0%	8%	-18%
CC(C)(C)N(CC#CCC(O)(c1ccccc1)C1CCCC1)CCO (stereo not given)
  4%	-7%	3%	6%	58%[activator]	10µM*	-1%	79µM*	50µM*
C=CCC[C@@H](Cc1ccc(F)cc1)C(=O)OC[C@H](C)NC(=O)[C@@H](CC=C)CC(=O)N(CCO)Cc1ccccc1
  -6%	-17%	1%	35%	16%	.	.	.	-8%
Cc1ccccc1OCC(O)CN1CCCCC1 (stereo not given)
  -5%	-10%	4%	44%[activator]	-13%	-23%	-4%	-11%	7%
CCN1CCN(C(=O)c2nn(-c3ccc(OC)cc3)c(=O)c3c2c2ccccc2n3C)CC1
  ?	.	1%	29%	-1%	-18%	5%	4%	-8%
Cc1ccccc1Nc1nc(N)nc(CSc2ccc(F)cc2)n1
  0%	2%	9%	25%	-2%	2%	-5%	8%	-26%
COc1ccc2c(c1)OC[C@H]1[C@H]2N2C(=O)CN(Cc3ccccc3)C(=O)[C@@]2(C)[C@H]1c1ccccc1
  -1%	-7%	?	67%[activator]	2%	.	.	.	-20%
Cc1ccc(Cl)cc1N1C(=O)CC(Sc2ncccn2)C1=O (stereo not given)
  0%	0%	-4%	24%	1%	.	-2%	-2%	-11%

Part of the list above, with tabs.
Structure	GLS inh	PGK inhibitor	Pin1 inh	HP1b chromo inh	Pol iota inh	G9a inh	BLM helicase inh	BAZ2B inh	JMJD2A Tudor inh
Cc1ccccc1OCC(O)CN1CCCCC1 (stereo not given)	-5%	-10%	4%	44%[activator]	-13%	-23%	-4%	-11%	7%
CCN1CCN(C(=O)c2nn(-c3ccc(OC)cc3)c(=O)c3c2c2ccccc2n3C)CC1	?	.	1%	29%	-1%	-18%	5%	4%	-8%

Next part:
Every second line gives: GLS inh	PGK inhibitor	Pin1 inh	HP1b chromo inh	Pol iota inh	G9a inh	BLM helicase inh	BAZ2B inh	JMJD2A Tudor inh
Cc1cc(N2CCN(c3ccccc3)CC2)nc(N)n1
  -9%	-1%	-15%	28%	24%	-16%[59 µM]	3%	-1%	-23%
CN(C(=O)Cn1c(=O)n(CCC(=O)NCc2ccc3c(c2)OCO3)c(=O)c2sccc21)c1ccccc1
  -1%	11%	-1%	37%	7%	5%[59 µM]	-1%	-1%	2%
COc1cc(N2CCCC2)c(OC)cc1/C=C(/C#N)c1ccc(Br)cc1
  6%	-6%	?	?	-12%	2.8µM*	-10%	13µM*	20µM*
CCOC(=O)c1sc(NC(=O)COc2ccc3c(c2)OCO3)nc1C
  -12%	-2%	-3%	43%[activator]	?	40µM*	-11%	-2%	1%
Cc1ccc(NC(=S)N2CCN(S(=O)(=O)c3ccc(C)cc3)CC2)cc1
  2%	-5%	10%	21%	-12%	21%	-7%	-25%	-18%
